# M5 ag: human M5 muscarinic receptor agonists, primary screen, CHO-K1 cells, Fluo-8 calcium fluorescence; Muscarinic acetylcholine receptor M5 (Homo sapiens), P08912; CHO-K1 hM5 cells; 0% DMSO wells, 100% maximal acetylcholine response; activation, % at 3 µM; 0.19% of 360,000 active; AID 624037, 2012;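 active = activation above the run's mean over test compounds plus 3 SD, cut at about 23% in these data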;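 note: signal is peak over basal fluorescence ratio across the kinetic read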
# Target sequence (P08912 whole entry, looked up): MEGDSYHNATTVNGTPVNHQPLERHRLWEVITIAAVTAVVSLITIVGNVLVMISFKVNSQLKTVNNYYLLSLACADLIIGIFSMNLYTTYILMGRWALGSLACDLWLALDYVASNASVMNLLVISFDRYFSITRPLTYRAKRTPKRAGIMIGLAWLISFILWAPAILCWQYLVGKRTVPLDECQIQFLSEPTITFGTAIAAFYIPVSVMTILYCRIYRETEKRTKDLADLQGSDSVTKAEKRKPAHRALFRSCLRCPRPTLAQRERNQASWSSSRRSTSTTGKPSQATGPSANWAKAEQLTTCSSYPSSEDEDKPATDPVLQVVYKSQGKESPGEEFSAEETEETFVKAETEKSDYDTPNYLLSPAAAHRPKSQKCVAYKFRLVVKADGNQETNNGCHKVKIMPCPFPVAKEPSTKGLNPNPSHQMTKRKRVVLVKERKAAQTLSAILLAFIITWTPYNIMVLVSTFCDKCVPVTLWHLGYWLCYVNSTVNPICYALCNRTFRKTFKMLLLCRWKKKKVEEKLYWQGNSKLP
# M4 ag: human M4 muscarinic receptor agonists, primary screen, CHO-K1 cells, Fluo-8 calcium fluorescence | CHO-K1 hM4/Gqi5; vehicle 0%, full acetylcholine response 100% | Muscarinic acetylcholine receptor M4 (Homo sapiens), P08173 | activation, % at 3 µM | 0.14% of 360,000 active;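 active = activation above the run mean over all test wells plus 3 SD, cut at about 32% in these data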;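 note: peak over basal fluorescence ratio per well then scaled between controls; 0% = DMSO wells and 100% = acetylcholine at EC100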
# Target sequence (P08173 whole entry, looked up): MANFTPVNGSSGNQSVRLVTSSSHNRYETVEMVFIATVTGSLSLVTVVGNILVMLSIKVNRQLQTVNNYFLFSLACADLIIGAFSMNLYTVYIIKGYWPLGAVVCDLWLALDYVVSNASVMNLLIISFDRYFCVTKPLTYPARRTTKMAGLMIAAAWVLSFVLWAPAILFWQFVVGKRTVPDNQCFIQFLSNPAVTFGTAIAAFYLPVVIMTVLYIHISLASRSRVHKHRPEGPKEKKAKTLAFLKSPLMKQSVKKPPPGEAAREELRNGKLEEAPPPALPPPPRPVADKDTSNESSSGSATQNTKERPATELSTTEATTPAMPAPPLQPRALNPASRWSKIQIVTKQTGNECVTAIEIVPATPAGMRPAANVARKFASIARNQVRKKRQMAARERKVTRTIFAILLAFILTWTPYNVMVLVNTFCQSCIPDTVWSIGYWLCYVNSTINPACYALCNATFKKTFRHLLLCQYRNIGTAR
# M5 antag: human M5 muscarinic receptor antagonists, primary screen, CHO cells, Fluo-8 calcium fluorescence; 0.59% of 360,000 active; CHO-hM5 cells, ACh EC80; inhibition, % at 3 µM; Muscarinic acetylcholine receptor M5 (Homo sapiens), P08912;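 active = inhibition above a per-plate cutoff, the mean of that plate's test compounds plus 3 SD, cut at about 27% in these data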;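 note: 0% = acetylcholine EC80 with DMSO and 100% = DMSO without agonist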
# CHRM4 antagonist: human M4 muscarinic receptor antagonists, primary screen, CHO cells, Fluo-8 calcium fluorescence; Muscarinic acetylcholine receptor M4 (Homo sapiens), P08173; CHO-hM4 cells, ACh EC80; inhibition, % at 3 µM; 0.73% of 360,000 active; AID 624125, 2012;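 active = inhibition above its plate's cutoff, the mean inhibition of sample wells plus 3 SD, cut at about 27% in these data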;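 note: 0% = acetylcholine EC80 with DMSO and 100% = DMSO without agonist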
# M4 PAM: human M4 muscarinic receptor positive allosteric modulators, primary screen, CHO-K1 cells, Fluo-8 calcium fluorescence. 0.4% of 360,000 active. Muscarinic acetylcholine receptor M4 (Homo sapiens), P08173. activation, % at 3 µM. CHO-K1 hM4/Gqi5, ACh EC20; 0% = ACh EC20, 100% = maximal ACh;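 active = activation above its plate's cutoff, the mean activation of sample wells plus 3 SD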; note: some results filed as inactive read as strong as hits
# CHO-K1 Ca antag: M1 antagonist counterscreen hit in parental CHO-K1 cells; 0.6% of 360,000 active; inhibition, % at 3 µM; AID 602250; ATP-induced calcium, Fluo-8 fluorescence;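 active = inhibition above a per-plate cutoff, the plate's mean sample inhibition plus 3 SD, cut at about 24% in these data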;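 note: 0% = DMSO plus EC80 ATP and 100% = DMSO alone without ATP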
# M1 PAM parental: nonselective calcium activators in parental CHO-K1 cells, primary screen, counter-screen for M1 PAM project, cell-based, Fluo-8 calcium fluorescence, full deck, 1536-well; ATP EC20; 0% at ATP EC20, 100% at ATP max; activation, % at 3 µM; 0.02% of 360,000 active;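 active = activation above the run cutoff, the mean activation of all test compounds plus 3 SD, cut at about 40% in these data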;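 note: peak over basal fluorescence ratio in a 140 s read after ATP addition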
# M1 ag parental: counter-screen for M1 agonists: effect in parental CHO-K1 cells | Fluo-8 calcium fluorescence; scaled to maximal ATP response, vehicle zero | activation, % at 3 µM | 0.48% of 360,000 active; in the data active = activation above about 15%;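 note: untransfected CHO-K1 host cells lacking M1 receptor as counterscreen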
# M5 PAM: human M5 muscarinic receptor positive allosteric modulators, primary screen, CHO-K1 cells, Fluo-8 calcium fluorescence; Muscarinic acetylcholine receptor M5 (Homo sapiens), P08912; 0.3% of 360,000 active; AID 624038, 2012; CHO-K1 hM5, ACh EC20 PAM; 0% = ACh EC20, 100% = ACh EC100; activation, % at 3 µM;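 active = activation above the run cutoff, the mean activation of all test compounds plus 3 SD, cut at about 18% in these data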
#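 Assay system – human M5 receptor in CHO-K1 cells · Read-out – % activation, ACh-normalized · Technique – Fluo-8 calcium fluorescence · Dosing – single-point, 3 µM nominal · Incubation – Fluo-8 loading 80 min at 37 °C plus 30 min room temperature · Repeats – singlicate, one well per test compound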
# Starred values were filed as active, the others as inactive; / = not tested or not shown. Compounds as they come; any-hit rate near 2.7%.
SMILES,M5 ag,M4 ag,M5 antag,CHRM4 antagonist,M4 PAM,CHO-K1 Ca antag,M1 PAM parental,M1 ag parental,M5 PAM
Cc1cc2nc(-c3ccc(SCc4ccccn4)nc3)[nH]c2cc1C,-4,14,-4,-12,-13,-20,11,7.1,-11
CN(Cc1ccc(Cl)cc1Cl)C(=O)c1cccc(S(=O)(=O)NCc2ccccc2)c1,-2,7,-3,-3,-3,-4,6,3.9,0
Cc1ccc2nc(-c3cccc(NC(=O)c4ccco4)c3)[nH]c2c1,-3,10,3,-3,-3,2,17,2.3,-6
COC(=O)C1=CN(c2ccc(F)c(F)c2)C=C(C(=O)OC)C1c1ccc([N+](=O)[O-])cc1,-1,0,2,-1,0,-10,1,0.4,3
O=C(C[C@@H]1C[C@H]2c3cc(NC(=O)NC4CCCCC4)ccc3O[C@H]2[C@H](CO)O1)NC1CCCCC1,1,0,-1,0,2,-2,-9,-0.2,0
CC(C)c1onc(C(=O)Nc2cccc(Cl)c2)c1[N+](=O)[O-],-5,5,-3,-9,-6,-3,19,4.8,-9
CC1(C(=O)NS(=O)(=O)c2cccc(Cl)c2)CCN1C(=O)C1CCCCC1 (stereo unspecified),1,0,4,-2,3,0,0,0.8,1
CC1Cc2ccccc2N1C(=O)Cn1c(=O)oc2cc(S(=O)(=O)NC3CCCC3)ccc21 (stereo unspecified),0,4,3,-10,2,9,-6,0.4,-6
COc1cccc(C2=NN(C(C)=O)C(c3cccs3)C2)c1 (stereo unspecified),-3,1,16,-2,-6,-11,9,0.7,-4
Cc1ccc(S(=O)(=O)Nc2cc(-c3ccc(Cl)cc3)nn2C)cc1,-5,0,9,-6,6,-13,19,0.9,-1
CCOC(=O)C1=CCN(S(=O)(=O)c2ccc(C)cc2)C1c1ccc(C)cc1 (stereo unspecified),-3,-2,-6,-19,-5,2,17,0.5,0
CCOC(=O)c1c(NC(=O)COC(=O)CCNS(=O)(=O)c2ccccc2)sc(C(=O)NC)c1C,-5,9,-2,-31,3,-20,1,3.5,-3
COc1cc(/C=N/NC(=O)c2ccc(-n3cccc3)cc2)ccc1O,-1,4,8,8,-8,2,9,2.8,-9
S=C(NCC1CCCO1)N1CCN(c2ccc(Cl)c(Cl)c2)CC1 (stereo unspecified),7,14,24,5,-16,20,-13,10,-23
CC(C)CCNC(=O)C(c1ccncc1)N(CC1CCCO1)C(=O)Cn1nnc(-c2ccc(F)cc2)n1 (stereo unspecified),-1,2,-5,-13,6,-5,14,-0.2,-2
O=C1C2CCCN2C(=O)N1CCCCN1CCN(c2cccc(C(F)(F)F)c2)CC1 (stereo unspecified),-9,2,-3,-9,-3,-4,12,0.8,2
COc1ccc(C2C(C#N)=C(N)SC(N)=C2C#N)cc1OC,8,8,1,1,1,19,3,9.8,-3
COc1ccc(-n2ncc3c(NCC(C)C)ncnc32)cc1,1,1,5,3,9,-15,14,0.7,1
CCCCC(=O)Nc1nn(CC)c2nc3c(C)cccc3cc12,-6,0,-2,2,-5,3,9,-0.6,-4
CCS(=O)(=O)N1CCN(Cc2nc3ccccc3c(=O)[nH]2)CC1,-1,2,0,1,3,15,12,-0.1,3
O=C(O)c1ccccc1-c1nc2ccccc2c(=O)n1O,-3,3,4,-13,20,7,-8,-0.3,3
CN1CCN(c2ccc(-c3cccc(NC(=O)COc4ccccc4)c3)nn2)CC1,-6,9,2,-21,-1,2,4,1.1,-7
Cc1cccc(NC(=S)N(CCCN2CCOCC2)Cc2ccccn2)c1,-1,0,2,4,2,-8,18,0.3,-4
CC(C)Cn1c(=O)c2c(c3ccccc31)OC(C)C(=O)N2 (stereo unspecified),0,1,-8,8,5,-6,0,0.3,-1
COc1ccccc1C(=O)N/C(=C\c1ccc(Br)cc1)C(=O)NCC(=O)O,1,14,12,-2,-3,2,12,4.9,-12
COc1ccc(/C=N/NC(=O)c2ccccc2)cc1OS(=O)(=O)c1ccccc1,0,7,7,6,-5,1,17,3.0,-11
NC(=O)c1ccsc1NC(=O)CSc1nnc(C2CC2)n1Cc1ccccc1,-1,2,8,-2,17,-13,16,0.8,2
CC1CC(C)(C)NC(=S)N1CC(=O)N1CCN(Cc2ccccc2)CC1 (stereo unspecified),-2,0,12,-1,2,-15,7,0.7,2
Cc1c(NC(=O)CN2C(=O)NC3(CCCC3)C2=O)c(=O)n(-c2ccccc2)n1C,1,1,-13,-7,-2,-9,3,0.0,12
O=C(NCCc1ccc(Cl)cc1)c1cccnc1,-1,1,3,8,-7,1,-1,0.2,-4
CN(C)S(=O)(=O)N1CCN(C(=O)N(c2ccccc2)c2ccccc2)CC1,-1,1,2,-8,2,7,14,0.5,-2
CCOC(=O)c1nnn(-c2nonc2N)c1C,2,0,-4,1,-2,9,-11,-0.1,1
C/C=C/c1ccc2c(c1)O[C@H](CN(C)CC1CCOCC1)[C@@H](C)CN([C@H](C)CO)S2(=O)=O,0,1,0,-16,3,-14,14,0.3,3
CCOc1ccc(NC(=O)/C(C#N)=C/c2cn(CC(=O)O)c3ccccc23)cc1,-3,1,10,-4,-2,-12,16,0.3,-2
CC(=O)OCC1=C(C(=O)O)N2C(=O)C(NC(=O)C(C)Cn3cc(Cl)cn3)C2SC1 (stereo unspecified),3,1,-2,-7,3,-1,-9,-0.3,7
CC(=O)NC1=NN(C(C)=O)C2(S1)C(=O)N(CC(C)C)c1ccc(C)cc12 (stereo unspecified),6,0,5,-6,-1,-12,15,0.7,2
CCCNC(=O)c1ccc(N2CCC3(CC2)CC(c2cccc(Br)c2)=NO3)c(NC(=O)c2c(Cl)cccc2Cl)c1,1,1,-6,-1,-2,-18,17,0.9,2
Cc1ccc(CNc2oc(C)nc2C#N)cc1,-13,0,6,1,3,-21,7,0.3,-5
C[C@@]12CC[C@H]3OC(=O)C=C3C1CC[C@@]13CC(CCC12)[C@](CO)(O[C@H]1O[C@H](CO)[C@@H](O)[C@H](O)[C@H]1O)C3 (stereo partly specified),0,0,3,-4,0,-6,10,0.4,0
CCOc1ccccc1C(C(=O)NC1CCCC1)N(Cc1ccco1)C(=O)CNC(=O)c1ccco1 (stereo unspecified),-11,1,3,-4,1,7,-6,0.0,-11

# The final two compounds of the section above open the next one.
SMILES,M5 ag,M4 ag,M5 antag,CHRM4 antagonist,M4 PAM,CHO-K1 Ca antag,M1 PAM parental,M1 ag parental,M5 PAM
C[C@@]12CC[C@H]3OC(=O)C=C3C1CC[C@@]13CC(CCC12)[C@](CO)(O[C@H]1O[C@H](CO)[C@@H](O)[C@H](O)[C@H]1O)C3 (stereo partly specified),0,0,3,-4,0,-6,10,0.4,0
CCOc1ccccc1C(C(=O)NC1CCCC1)N(Cc1ccco1)C(=O)CNC(=O)c1ccco1 (stereo unspecified),-11,1,3,-4,1,7,-6,0.0,-11
CCCCCN1C2=NCCN2c2ccccc21,-7,2,1,-1,0,-12,17,-0.3,6
COc1ccc(CCNC(=O)C2CC(c3ccccc3C(F)(F)F)=NO2)cc1 (stereo unspecified),3,5,3,-6,6,-13,16,5.2,5
CN1CCN(S(=O)(=O)c2ccc(C(F)(F)F)cc2)C(c2ccccc2)C1 (stereo unspecified),-6,1,6,-9,14,-1,4,-0.7,5
Cc1nc(/C(=N/O)C(N)=O)cs1,0,-1,-3,-2,-1,-14,7,0.4,0
C=CCC(NC(=O)N(C)C)(C(=O)OC)C(C)O (stereo unspecified),1,1,-1,-9,10,/,/,/,4
Cn1nnnc1Sc1ncnc2scc(Br)c12,-2,1,17,6,-6,-2,-3,-0.2,-10
Cc1cc(C)c(C)c(S(=O)(=O)N2CCC(C(=O)Nc3ccc(S(=O)(=O)N4CCOCC4)cc3)CC2)c1C,-4,7,19,7,-6,2,-5,1.7,-2
CCCNC(=O)C1(C)CCCN(Cc2ccccc2F)C1 (stereo unspecified),1,0,12,2,-2,1,4,0.9,1
C[C@H](CO)N1C[C@H](C)[C@@H](CN(C)C(=O)Nc2ccccc2)Oc2c(NS(=O)(=O)c3ccc(F)cc3)cccc2C1=O,2,1,-6,-5,18,-14,7,0.2,6
Cc1ccc2[nH]c3nc(SCCN4CCOCC4)nnc3c2c1,0,2,3,5,-3,-4,18,1.2,-4
CCN1CCc2nc(NC(=O)c3ccc4c(c3)OCCO4)sc2C1,0,1,-1,-3,1,-8,24,0.8,2
CC(C)C[C@H]1CN=C(N(C)C)N1CCCCc1ccccc1,-11,2,15,21,-9,-4,-5,0.6,-5
O=C(CSc1ncccn1)n1c2c(c3ccccc31)CCCC2,-3,1,2,1,13,-28,22,1.6,7
NCCNC(=O)c1c(NC(=O)c2ccccc2)sc2c1CCCC2,-1,6,7,5,-2,-12,17,1.4,0

# Arranged by SMILES length (lowest first): 14 of the compounds above
SMILES,M5 ag,M4 ag,M5 antag,CHRM4 antagonist,M4 PAM,CHO-K1 Ca antag,M1 PAM parental,M1 ag parental,M5 PAM
CCCCCN1C2=NCCN2c2ccccc21,-7,2,1,-1,0,-12,17,-0.3,6
Cn1nnnc1Sc1ncnc2scc(Br)c12,-2,1,17,6,-6,-2,-3,-0.2,-10
CCCNC(=O)C1(C)CCCN(Cc2ccccc2F)C1 (stereo unspecified),1,0,12,2,-2,1,4,0.9,1
Cc1ccc2[nH]c3nc(SCCN4CCOCC4)nnc3c2c1,0,2,3,5,-3,-4,18,1.2,-4
CC(C)C[C@H]1CN=C(N(C)C)N1CCCCc1ccccc1,-11,2,15,21,-9,-4,-5,0.6,-5
NCCNC(=O)c1c(NC(=O)c2ccccc2)sc2c1CCCC2,-1,6,7,5,-2,-12,17,1.4,0
CCN1CCc2nc(NC(=O)c3ccc4c(c3)OCCO4)sc2C1,0,1,-1,-3,1,-8,24,0.8,2
COc1ccc(CCNC(=O)C2CC(c3ccccc3C(F)(F)F)=NO2)cc1 (stereo unspecified),3,5,3,-6,6,-13,16,5.2,5
CN1CCN(S(=O)(=O)c2ccc(C(F)(F)F)cc2)C(c2ccccc2)C1 (stereo unspecified),-6,1,6,-9,14,-1,4,-0.7,5
CCOc1ccccc1C(C(=O)NC1CCCC1)N(Cc1ccco1)C(=O)CNC(=O)c1ccco1 (stereo unspecified),-11,1,3,-4,1,7,-6,0.0,-11
Cc1cc(C)c(C)c(S(=O)(=O)N2CCC(C(=O)Nc3ccc(S(=O)(=O)N4CCOCC4)cc3)CC2)c1C,-4,7,19,7,-6,2,-5,1.7,-2
CCCNC(=O)c1ccc(N2CCC3(CC2)CC(c2cccc(Br)c2)=NO3)c(NC(=O)c2c(Cl)cccc2Cl)c1,1,1,-6,-1,-2,-18,17,0.9,2
C[C@H](CO)N1C[C@H](C)[C@@H](CN(C)C(=O)Nc2ccccc2)Oc2c(NS(=O)(=O)c3ccc(F)cc3)cccc2C1=O,2,1,-6,-5,18,-14,7,0.2,6
C[C@@]12CC[C@H]3OC(=O)C=C3C1CC[C@@]13CC(CCC12)[C@](CO)(O[C@H]1O[C@H](CO)[C@@H](O)[C@H](O)[C@H]1O)C3 (stereo partly specified),0,0,3,-4,0,-6,10,0.4,0

# Screens from PubChem BioAssay.
